TAG inh: reduces triacylglycerol accumulation in H9c2 cells. Nile Red lipid (TAG) fluorescence; cells loaded with 200 µM oleic acid. inhibition, % at 12.5 µM. 0.66% of 230,000 active;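 active = pattern-corrected inhibition of lipid staining of at least 50% with the nuclear-stain viability signal not falling by more than 50%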;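 note: 0% = DMSO wells and 100% = triacsin C control wells; some results filed as inactive read as strong as hits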
TAG inh DAPI viability: second read-out of TAG inh, no call of its own (marks repeat the call); DAPI nuclei signal change (viability), lower = more cytotoxic, %;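 whole-well DAPI fluorescence read on a plate reader as a viability signal; minus 50 percent equals half of cells still viable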
* marks the source's active call; other numbers are inactive results; & = joins results of further samples. Only part of the results is shown, so the mix of outcomes need not match the whole.

Sample of the layout, 3 compounds:
SMILES	TAG inh	TAG inh DAPI viability
CCOc1ccc2nc(NC(=O)Cn3[nH]c(=O)c4ccccc4c3=O)sc2c1	-8	5
CCN1CCN(Cc2ccc(NC(=O)c3ccc(C)c(NC(=O)c4cc(-c5ccc(Br)cc5)n[nH]4)c3)cc2C(F)(F)F)CC1	66*	-5.4*
O=C(Cc1ccc2ccccc2c1)NC(Cc1ccccc1)C(=O)O (stereo not given)	3	2

The list itself, previewed entries included:
SMILES	TAG inh	TAG inh DAPI viability
CCOc1ccc2nc(NC(=O)Cn3[nH]c(=O)c4ccccc4c3=O)sc2c1	-8	5
CCN1CCN(Cc2ccc(NC(=O)c3ccc(C)c(NC(=O)c4cc(-c5ccc(Br)cc5)n[nH]4)c3)cc2C(F)(F)F)CC1	66*	-5.4*
O=C(Cc1ccc2ccccc2c1)NC(Cc1ccccc1)C(=O)O (stereo not given)	3	2
CC(OC(=O)C1CCN(S(=O)(=O)c2ccc3c(c2)OCCO3)CC1)C(=O)NC1(C#N)CCCCC1 (stereo not given)	-3	1
COc1ccc(C(=O)N(Cc2ccc(N(C)C)cc2)C2CCS(=O)(=O)C2)cc1 (stereo not given)	-3	-2
O=c1[nH]c(NCCO)nc2ncn(Cc3ccccc3)c12	2	-9
O=C(Nc1cc(S(=O)(=O)N2CCOCC2)ccc1N1CCCC1)c1cc(=O)[nH]c2ccccc12	12	0
CCOC(=O)c1ccc(NC(=O)c2cc3c(s2)CCC3)cc1	18	8
Cn1c(=O)[nH]c(=O)c2c1nc(N1CCOCC1)n2CCSc1nnnn1-c1ccccc1	-9	-2
CCOc1cc(/C=N/n2cnnc2)cc(Br)c1O	-6	1
Cc1oc(=O)c(NC(=O)c2ccccc2)cc1C(=O)c1ccccc1	-22	16
COc1cccc(N2CCN(C(=O)CN3C(=O)NC4(CCCC4)C3=O)CC2)c1	21	-2
O=C(Nc1cccnc1N1CCOCC1)c1ccco1	-12	6
COc1ccc(N(C)S(=O)(=O)c2cccc(C(=O)Nc3nc(C)cs3)c2)cc1	12	-7
Cc1cccc2nc(CSc3nc4ccccc4[nH]3)cn12	0	-1
CCc1cccc(NC(=O)Cc2cn(C)c3ccccc23)c1	36	-1
COc1ccc2oc(C(=O)OC(C)C(=O)NC3(C#N)CCCCC3)c(C)c2c1 (stereo not given)	10	4
Cn1nc(-c2ccc(Cl)cc2)c2cc(C(=O)NCCN3CCOCC3)sc21	20	-1
COc1cc2c(=O)n(CC3CCCO3)c(=O)n(CC(=O)Nc3ccc(F)cc3F)c2cc1OC (stereo not given)	-13	4
CCN(C[C@H]1N[C@@](C)(C(=O)OC)[C@H]2C(=O)N(C)C(=O)[C@@H]12)C(=O)COC	6	-5
Cc1ccc(Nc2ncnc3nc[nH]c23)cc1Cl	13	4
CC[C@@]12C(=O)N(c3cccc(Br)c3)C(=O)N1[C@H](c1ccc(F)cc1)[C@@H]1C(=O)N(C3CCCCC3)C(=O)[C@@H]12	11	9
COc1cccc(N2CCN(C(=O)CN3C(=O)NC(C)(c4ccc5ccccc5c4)C3=O)CC2)c1 (stereo not given)	-1	3
COc1ccc(C(C)=O)cc1OCc1ccccc1	2	7
COc1ccccc1CNC(=O)c1ccc(Br)o1	-8	12
Additional entries follow:
SMILES	TAG inh	TAG inh DAPI viability
CCc1nc2c(OCC3COc4ccccc4O3)cccn2c1N(C)C(=O)c1ccccc1F (stereo not given)	2	-12
CC(=O)c1ccc(N2CCc3ccccc3C2)c([N+](=O)[O-])c1	-5	6
O=C(Cn1ncc(N2CCCC2)c(Br)c1=O)c1ccc(Cl)cc1	2	0
O=C(Cc1cccs1)NNC(=S)NC(=O)c1ccco1	16	-14
CCOC(=O)C1CCCN(C(=O)c2cc(-c3ccco3)nc3ccccc23)C1 (stereo not given)	3	-5
S=c1[nH]nc(-c2ccco2)n1/N=C/c1ccc(Br)s1	5	1
C(=N\N=C\c1cccs1)/c1cccs1	-10	9
Cc1cc(C)c(NC(=O)Nc2ccccc2)c(Cl)c1	-12	10
CNc1nc(N)nc(-c2cc(Cl)ccc2OC)n1	-7	8
O=C(O)CCc1ccccc1OC(=O)c1ccccc1	4	-1
Cc1ccccc1NC(=O)c1ocnc1C	-4	-7
CN(c1ccccc1)S(=O)(=O)c1cc(C(=O)Nc2ccccc2N2CCOCC2)ccc1Cl	14	-5
CCc1ccc(C(=O)NNc2ccc(S(N)(=O)=O)cc2)cc1	5	17
CN(CC(=O)Nc1ccccc1C(F)(F)F)C(=O)CSc1nc(N)cc(N)n1	2	-3
O=C(COC(=O)c1n[nH]c(=O)c2ccccc12)NCc1ccccc1	5	-4
Cn1c(=NC(=O)COc2ccccc2)sc2cccc(F)c21	-20	11
CC(Oc1ccccc1)C(=O)N(CCC1=CCCCC1)c1c(N)n(Cc2ccccc2)c(=O)[nH]c1=O (stereo not given)	-16	-7
CCN(CC)C1=CC2=CC(=C(C#N)C#N)CCC2CC1 (stereo not given)	-130	1
CCOC(=O)C(NS(=O)(=O)c1ccccc1)(C(F)(F)F)P(=O)(OC(C)C)OC(C)C (stereo not given)	7	-2
COc1ccccc1N(C)S(=O)(=O)c1ccc(Cl)c(C(=O)NCCCN2CCOCC2)c1	-4	7
Cc1ccc(C)c(C2=NNC(=O)CC2)c1	-2	-4
O=C(NS(=O)(=O)NC1CCCCC1)C1=C(N2CCCC2)COC1=O	6	7
Cc1ccccc1S(=O)Cc1ccc(C(=O)N2CCN(C3CCCCC3)CC2)o1 (stereo not given)	11	-3
CCOC(=O)c1oc2cc(OC(C)=O)ccc2c(=O)c1-c1ccc(OC)c(OC)c1	3	-1
COc1ccc(S(=O)(=O)Nc2ccc3cn[nH]c3c2)cc1C	-2	-21

Individual results from the results shown:
Reading for Cn1c(=NC(=O)COc2ccccc2)sc2cccc(F)c21 under TAG inh DAPI viability: 11
Reading for CNc1nc(N)nc(-c2cc(Cl)ccc2OC)n1 under TAG inh DAPI viability: 8
Reading for O=C(COC(=O)c1n[nH]c(=O)c2ccccc12)NCc1ccccc1 under TAG inh: 5
Reading for COc1ccc(S(=O)(=O)Nc2ccc3cn[nH]c3c2)cc1C under TAG inh: -2
Reading for C(=N\N=C\c1cccs1)/c1cccs1 under TAG inh DAPI viability: 9
Reading for CCc1nc2c(OCC3COc4ccccc4O3)cccn2c1N(C)C(=O)c1ccccc1F (stereo not given) under TAG inh: 2
Reading for COc1ccccc1N(C)S(=O)(=O)c1ccc(Cl)c(C(=O)NCCCN2CCOCC2)c1 under TAG inh DAPI viability: 7

Additional results.
SMILES	TAG inh	TAG inh DAPI viability
COCCn1c(C)cc(C2=NNC(=Nc3ccccc3F)SC2)c1C	15	-7
C=CCn1c(-c2ccc(Cl)cc2)ccc(C#N)c1=O	-4	2
CCOC(=O)/C(O)=C/c1ncc(C(F)(F)F)cc1Cl	-15	-10
Cc1ccc(-c2cc(C(=O)NCC3(N(C)C)CCCCC3)c3ccccc3n2)o1	25	85
Cn1c(N)c(C(=O)COC(=O)C2CCN(S(=O)(=O)c3cccs3)CC2)c(=O)n(C)c1=O	12	1
O=C(Nc1scc(-c2ccc(F)cc2)c1C(=O)O)c1ccco1	0	0
Cc1ccc(C(=O)CC(C(=O)O)n2cnc([N+](=O)[O-])n2)cc1 (stereo not given)	-15	-3
Cc1ccc(C(=O)N2CCC3(CC2)Oc2ccc(Cl)cc2C(=O)C32CC(c3ccccc3)=NO2)s1 (stereo not given)	6	-5
Cn1c(=O)c2c(ncn2CC(=O)Nc2cc(S(=O)(=O)N3CCCCC3)ccc2O)n(C)c1=O	-12	2
CN1CCN(S(=O)(=O)c2ccc(NCc3ccc4c(c3)OCO4)nc2)CC1	-19	-2
Cn1ccnc1CN1CCCCC1C(=O)Nc1ccc(Oc2cccnc2)cc1 (stereo not given)	23	-14
O=C(Nc1ccc(Cl)cc1)[C@@H]1[C@@H]2C(=O)N(c3ccc(Cl)cc3)C(=O)[C@@H]2[C@H]2C=CC=NN21	4	5
CC(C)c1cc(-c2cc(C(=O)NCc3ccccc3)on2)nc(NC2CCCC2)n1	13	1
C(=N\Nc1nc2ccccc2[nH]1)/c1ccccn1	26	-38
COc1cc(S(=O)(=O)NC2CCCC2)c(OC)cc1C	-19	7
O=c1[nH]c2ccccc2nc1Cc1ccccc1	-2	0
CN(C)CC/C=C1/c2ccccc2Sc2ccc(Cl)cc21	3&3	7&2
CC(=O)c1ccc(NC(=O)C(C)n2c3ccccc3c3nc(=O)cc(C)n32)cc1 (stereo not given)	-20	7
Brc1ccc(-c2cn3ccccc3n2)cc1	4	0
O=C(NCc1cccnc1)c1cccc2c1C(=O)N(Cc1cccnc1)C2	18	2
O=C1COc2ccc(C(=O)COC(=O)c3ccccc3Cl)cc2N1	6	11
CNc1nc(-c2ccccc2)c2sccc2n1	-9	38
COc1ccc(S(=O)(=O)Nc2ccc3c(c2)C(=O)N([C@H](C)CO)C[C@H](C)[C@@H](CN(C)S(=O)(=O)c2ccc(F)cc2)O3)cc1	22	-10
CC(C#N)(NC(=O)CN1CCN(S(=O)(=O)c2ccc(Br)cc2Cl)CC1)C1CC1 (stereo not given)	-9	6
Cc1cc(C)c2c(n1)nn1c(N3CCN(c4ccccc4C)CC3)cc(C)nc21	-1	35
Next results follow.
SMILES	TAG inh	TAG inh DAPI viability
O=C(NC(Cc1ccccc1)C(=O)O)/C(=C\c1ccc(Cl)cc1)NC(=O)c1ccco1 (stereo not given)	20	5
Cc1ccc(S(=O)(=O)CCC(=O)OCC(=O)NC2CCS(=O)(=O)C2)cc1 (stereo not given)	13	7
Cc1c(Cl)cccc1NC(=O)c1cc(-c2ccccc2O)n[nH]1	-8	-4
COc1cc(CC(CC(=O)c2ccc3c(c2)OCO3)C(=O)O)cc(OC)c1OC (stereo not given)	-22	6
COc1ccc(CCCNC(=O)C2Cc3c(-c4ccc5c(c4)OCO5)ccnc3O2)cc1 (stereo not given)	2	-6
O=C(Nc1ccc(Oc2cccc(C(F)(F)F)c2)nc1)c1ccco1	4	-1
Cc1nn2c3ccccc3nc2c2ccccc12	3	20
Cc1ccc(C)c(SCC(=O)Nc2cccc(S(=O)(=O)N3CCOCC3)c2)c1	-14	-3
CC1CCCN(C(=O)COC(=O)c2ccc3[nH]c4c(c3c2)CCCC4)C1 (stereo not given)	19	-7
Cc1cc(C)cc(NC(=O)COC(=O)C2CC3C=CC2C3)c1 (stereo not given)	-3	-14
CC(c1ccccc1)N1CCC(CNC(=S)Nc2cccc(Cl)c2)C1 (stereo not given)	17	0
O=C1c2ccccc2C(=O)N1CCCc1nc(-c2cccnc2)no1	7	-12
O=c1[nH]c(Nc2ccccn2)cc2ccccc12	14	0
CC(=O)NCCc1nc2ccccc2n1CCc1ccccc1	-9	7
O=C(C(O)c1ccccc1)N1N=C(c2ccccc2)CC1(O)C(F)(F)F (stereo not given)	-4	-4
CC(=O)N1N=C(c2ccc(NS(C)(=O)=O)cc2)CC1c1ccc2nccnc2c1 (stereo not given)	-4	-6
CCCCc1ccc(Nc2ncccc2C#N)cc1	7	4
Nc1nonc1C(=O)NCCNCc1ccccc1OCc1ccccc1F	2	13
CSCCC(NC(=O)c1ccco1)C(=O)N1CCN(C(c2ccccc2)c2ccccc2)CC1 (stereo not given)	-13	-3
CCCCCOC(=O)c1[nH]c2c(c1C)C(=O)CC(c1ccco1)C2 (stereo not given)	41	-36
O=C1CN(C(=O)c2cccs2)c2ccccc2N1	5	-5
CC1=CCC2C(=O)N(c3nc4ccccc4n3C)C(=O)C2C1 (stereo not given)	-1	3
N#Cc1cccc(S(=O)(=O)NCCOc2ccccc2F)c1	15	-14
O=C(CSc1nnc(Cc2ccccc2)n1-c1cccc(Cl)c1)N1CCOCC1	8	6
CCOC(=O)C1(CCOC)CCN(Cc2cc3ccccc3s2)CC1	-7	-5

Already shown: 3 of the compounds above.
SMILES	TAG inh	TAG inh DAPI viability
CC(=O)NCCc1nc2ccccc2n1CCc1ccccc1	-9	7
O=C(C(O)c1ccccc1)N1N=C(c2ccccc2)CC1(O)C(F)(F)F (stereo not given)	-4	-4
CC(=O)N1N=C(c2ccc(NS(C)(=O)=O)cc2)CC1c1ccc2nccnc2c1 (stereo not given)	-4	-6

(further entries)
SMILES	TAG inh	TAG inh DAPI viability
Cn1cc(CNCc2cn[nH]c2-c2ccc(F)cc2)c(-c2ccc3c(c2)OCCO3)n1	5	11
Cc1ccc(/C=C2\SC(=S)N(CCCC(=O)Nc3cccc(C(=O)O)c3)C2=O)cc1	7	-3
CCOCCCNC(=O)C1CCC(CNS(=O)(=O)c2ccc(OC)cc2)CC1 (stereo not given)	1	5
Cc1nn(CC(O)Cn2c3c(c4ccccc42)CCN(C)C3=O)c(C)c1Br (stereo not given)	6	-13
CC1(C)N=C(N)N=C(N)N1c1ccccc1	0	-6
O=C(Cc1ccc([N+](=O)[O-])cc1)Nc1nccs1	8	3
C[C@@]12CC(=O)NC1N(C(=O)c1cccc(C(F)(F)F)c1)C(c1ccccc1OC(=O)c1cccc(C(F)(F)F)c1)C2 (stereo not given in full)	21	15
CCOc1cc2[nH]c(=S)n(CCC(=O)NC3CCCCC3)c(=O)c2cc1OCC	11	-3
COc1cc(N)c(Cl)cc1C(=O)OCC(=O)N1CCc2ccccc21	17	-6
CCN(CC)c1ccc(-c2n[nH]c(=S)n2-c2ccccc2)cc1	9	9
COc1ccc(NC(=O)c2ccco2)cc1NC(=O)c1ccc(C)cc1	29	-10
CC1(C(=O)NS(=O)(=O)c2ccccc2)CCN1C(=O)COc1ccc(Cl)cc1 (stereo not given)	3	3
O=C(c1cc(COc2cccc(C(F)(F)F)c2)on1)N1CCCC1	12	-1
CCOC(=O)C1=C(CNCc2ccccc2Cl)NC(=O)NC1c1ccc2c(c1)OCO2 (stereo not given)	-8	-8
Cc1ccc(C(=O)NC2CCCCCC2)cc1N1CCCC1=O	15	-7
CCOC(=O)c1cc(NC(=O)c2cccs2)ccc1N1CCOCC1	17	-6
CCN1C[C@@H]2[C@@H]3C(=O)N(C)C(=O)[C@@H]3[C@](C)(C1=O)N2C(=O)c1ccc(Cl)cc1	6	6
COc1cccc(CN(C)C(=O)c2cc(S(=O)(=O)N3CCCC3)ccc2C)c1OC	-18	-2
